TNAP act hiacc – TNAP (human) activation, high acceptor. P05186. purified TNAP, CDP-star luminescence, 1 M DEA, 30 min; hits give high values; 0 = EDTA background, 1 = DMSO-only activity. activation factor at 20 µM. 200,000 tested, under 10 active. AID 1136;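 active means activation factor at least 2 at 20 µM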
Target sequence (P05186 whole entry, looked up): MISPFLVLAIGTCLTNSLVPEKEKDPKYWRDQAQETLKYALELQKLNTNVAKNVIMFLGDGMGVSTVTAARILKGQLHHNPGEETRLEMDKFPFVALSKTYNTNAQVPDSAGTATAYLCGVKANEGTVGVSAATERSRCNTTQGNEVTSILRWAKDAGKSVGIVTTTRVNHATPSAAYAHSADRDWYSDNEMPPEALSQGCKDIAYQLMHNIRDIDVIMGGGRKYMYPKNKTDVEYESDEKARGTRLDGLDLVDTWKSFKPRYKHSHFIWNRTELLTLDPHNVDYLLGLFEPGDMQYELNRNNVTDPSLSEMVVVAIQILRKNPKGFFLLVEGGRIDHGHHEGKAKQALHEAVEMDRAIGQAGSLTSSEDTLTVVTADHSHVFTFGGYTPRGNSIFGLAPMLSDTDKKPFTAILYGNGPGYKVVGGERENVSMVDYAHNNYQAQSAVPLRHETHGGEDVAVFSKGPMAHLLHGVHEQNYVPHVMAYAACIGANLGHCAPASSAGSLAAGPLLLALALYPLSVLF
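Dosing: 20 µM single point. System: human TNAP. Amount: TNAP 1/800 final. Incubation: 30 min, room temperature. Read-out: TNAP activation factor scaled between EDTA and DMSO control wells. Signal: luminescence from CDP-star hydrolysis. Medium: 1 M DEA, pH 9.8, Mg2+, Zn2+. Control set: EDTA negative control, DMSO positive control.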
HMGR II inh – E. faecalis class II HMG-CoA reductase inhibition; purified E. faecalis HMGR, NADPH absorbance 340 nm kinetic; inhibition, % at 10 µM; 0.41% of 190,000 active; AID 1066;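 active means inhibition above a set limit, the median over all tested compounds plus 3 SD, cut at about 9.5% in these data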;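 further: enzyme runs in reverse so mevalonate oxidation gives rising NADPH absorbance; 0% = complete reaction with DMSO and 100% = background rate lacking mevalonate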
Diaphorase inh – diaphorase inhibition or chemical oxidation counter-screen | inhibition, % at 20 µM | AID 1217 | 0.69% of 190,000 active | diaphorase resazurin-to-resorufin fluorescence, NADH, 16 min; bacterial (C. kluyveri) enzyme, not human;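 active means primary screen inhibition at 20 µM above a set limit, cut at about 50% in these data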;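 further: plate controls were DMSO with full reaction for no effect and wells lacking NADH for full effect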
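Test system: diaphorase enzyme from Clostridium kluyveri; amount: diaphorase at 0.14 U/mL in enzyme working solution; detection: fluorescence of resorufin formed from resazurin, Ex 544/Em 590 nm; times: reaction incubation of 16 min at room temperature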
TNAP inh hi DEA – TNAP (human) inhibition, high acceptor; inhibition, % at 20 µM; purified TNAP, CDP-star luminescence, 1 M DEA; AID 1135; 0.03% of 200,000 active; P05186;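 active means over 50% inhibition of tissue-nonspecific alkaline phosphatase at 20 µM in the single-dose screen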;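 further: plate controls were DMSO wells for no effect and EDTA-quenched wells as full inhibition for full effect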
PMI act – activators of human phosphomannose isomerase | P34949 | purified human PMI, coupled resazurin fluorescence, 20 min; hits give high values; 1 = vehicle control, 0 substrate-free wells | activation factor at 20 µM | 0.005% of 190,000 active | AID 1214;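 active means activation factor of 2 or more at 20 µM, relative to plate controls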
Target sequence (P34949 whole entry, looked up): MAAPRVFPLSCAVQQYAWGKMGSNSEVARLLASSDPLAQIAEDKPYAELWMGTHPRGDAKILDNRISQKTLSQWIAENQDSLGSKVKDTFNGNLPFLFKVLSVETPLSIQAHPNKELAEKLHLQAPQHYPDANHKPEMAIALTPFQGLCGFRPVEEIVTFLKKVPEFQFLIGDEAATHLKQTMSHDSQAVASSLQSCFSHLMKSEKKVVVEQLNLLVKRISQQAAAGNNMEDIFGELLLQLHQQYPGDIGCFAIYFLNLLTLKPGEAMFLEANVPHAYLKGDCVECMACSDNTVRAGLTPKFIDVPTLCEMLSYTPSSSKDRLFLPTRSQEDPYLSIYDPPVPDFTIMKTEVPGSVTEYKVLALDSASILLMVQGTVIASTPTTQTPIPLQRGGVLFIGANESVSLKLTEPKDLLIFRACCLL
PMI act satM6P – activators of human phosphomannose isomerase at near-saturating mannose 6-phosphate | P34949 | coupled PMI enzyme assay, resazurin fluorescence, 20 min; hits give high values; 1 = untreated enzyme, 0 = substrate-free blank | activation factor at 20 µM | 0.34% of 190,000 active | AID 1216;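 active means activation factor of 2 or more at 20 µM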
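Test system: human phosphomannose isomerase with PGI, G6PDH, diaphorase coupling enzymes; Amount: PMI at 15 ng/mL final; Reagent: Mannose-6-phosphate 1.0 mM (near-saturating) plus 0.22 mM NADP+; Timing: 20 min, room temperature; Technique: resorufin fluorescence at Ex 544/Em 590 nm; Dosing: 20 µM single dose.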
G6PDH CS – inhibits Leuconostoc G6PDH, flagging false hits in G6PDH-based assays; 0.12% of 200,000 active; Purified L. mesenteroides G6PDH, diaphorase/resazurin coupled fluorescence, 45 min; inhibition, % at 5 µM; AID 1020; in the data active means inhibition above about 50%
FLuc act counter – affects firefly luciferase, flagging false hits in luciferase stimulation screens; 200,000 tested, under 10 active; ATPlite luciferase biochemical, luminescence, 10 min; 0 = ATP-free wells, 1 = DMSO control; activation factor at 10 µM; P08659;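 active means luciferase activation factor, scaled between plate controls, of at least 2 with compound at 10 µM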
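Material: Luciferase/luciferin reagent mix; Doses: test compounds dosed from 2 mM stocks in 100% DMSO; Schedule: 10 min incubation after luciferase reagent addition, room temperature; Measured by: luminescence from luciferase reaction; Read-out: luminescence gain marking luciferase activators.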
Diaph act CS – counter-screen for diaphorase-based assays: diaphorase activators and chemical reducers | Diaphorase/resazurin coupled assay, resorufin fluorescence, 16 min; hits give high values; 1 = vehicle wells, 0 = NADH-free wells | 0.005% of 190,000 active | activation factor at 20 µM | AID 1229;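 active means diaphorase activity raised at least twofold by the compound at 20 µM; inactive means activation factor below 2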
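Material: Purified diaphorase enzyme from Clostridium kluyveri | Buffer or medium: 50 mM HEPES pH 7.4 with 4.542 mM MgCl2, 0.005% Tween 20 | Times: 16 min enzyme reaction, ambient temperature | Signal: Red resorufin fluorescence at 544/590 nm excitation/emission | Measure: Increased resorufin signal from activators or reducing compounds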
TNAP inh no acc – TNAP (human) inhibition, acceptor-free conditions. purified TNAP, CDP-star luminescence, 30 min. inhibition, % at 20 µM. 0.26% of 200,000 active. AID 1012;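 active means tissue-nonspecific alkaline phosphatase inhibition above about 50% at 20 µM in the single-dose screen, limit read from the data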;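 further: 0% = DMSO negative control and 100% = EDTA positive control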
Active calls of the source: *; . = not tested or not shown. Rows were taken by chance, and some 1.7% of all compounds hit somewhere here.

SMILES	TNAP act hiacc	HMGR II inh	Diaphorase inh	TNAP inh hi DEA	PMI act	PMI act satM6P	G6PDH CS	FLuc act counter	Diaph act CS	TNAP inh no acc
O=C1CC(N2CCN(C/C=C/c3ccccc3)CC2)C(=O)N1Cc1ccc(N2CCCC2=O)cc1 (stereo unspecified)	1.1	1	12	-11	1.2	1	9	1.1	0.9	-6
Cc1ccccc1S(=O)(=O)c1c(C)cc(-c2ccccc2)[nH]c1=O	1.1	2	12	-8	1	1	5	1	0.9	-14
Cc1cc(C)n(C(=O)/C(C#N)=N/Nc2cc(Cl)cc(Cl)c2)n1	0.9	1	12	9	1.1	1	-2	1.1	0.9	2
O=C(C1CCC(N2C(=O)C3CC=CCC3C2=O)CC1)N1CCCCC1 (stereo unspecified)	1	-1	-13	-4	1	1	27	1	1.1	1
Clc1ccc(CNC23CN4CN(CN(C4)C2)C3)c(Cl)c1	1.1	1	10	-7	1	1	4	1.1	0.9	-10
COCCn1c(=O)[nH]c(=O)c2c1nc(-c1ccc(-c3ccc(Cl)cc3[N+](=O)[O-])o1)n2Cc1ccccc1	0.9	4	42	7	0.9	0.5	20	1.1	0.6	4
COc1ccc(CC(=O)OCC(=O)NCc2ccccc2Cl)cc1	1	-2	16	-3	1	1	4	1	0.8	-13
O=C(N/N=C\C=C\c1ccc2c(c1)OCO2)c1cccnc1	1.1	0	17	-6	0.9	0.9	-4	0.8	0.8	-10
CC(=O)c1sc(N/N=C\c2ccc(C)cc2)nc1C	1	-1	-8	4	1.2	1.3	4	1.1	1.1	-3
O=C(O)CCCC(=O)Nc1ccccc1Br	1	-5	18	-1	0.8	0.8	15	1	0.8	-4
CCOc1ccccc1NC(=O)CSc1ccc2nnc(-c3cccnc3)n2n1	1	-2	24	-2	0.9	0.9	0	1	0.8	-10
COc1ccccc1/C=C(/C(=O)OCC(=O)Nc1ccc(N(C)C)cc1)c1ccccc1	1	-2	13	-1	0.9	0.8	-10	1	0.9	-3
CCOC(=O)c1c(C(C)(C)C)oc2ccc(O)cc12	1	1	22	0	0.8	0.8	8	1	0.8	-3
O=C(c1ccccc1)N1CCCCCC1	1	-5	16	-3	1	1	0	1.1	0.8	-8
Cc1ccc(/C=N/NC(=O)Cc2cccs2)o1	1	-1	-2	-4	1	1.1	17	1	1	-6
O=C(NCc1ccco1)C1CCCN(S(=O)(=O)c2cccc3cccnc23)C1 (stereo unspecified)	1	-10	17	0	0.9	0.9	10	1	0.8	-9
CCOC(=O)N1CCC(NC(=O)CN2C(=O)CSc3ncccc32)CC1	1	-9	6	0	0.9	0.9	-21	1	0.9	-8
CC1CCCCN1CCNC(=O)C1CCN(S(=O)(=O)N2CCCCC2)CC1 (stereo unspecified)	1.1	0	4	-8	1.1	1	11	1.1	1	-7
CC(C)n1cc(/C=C2/NC(=O)NC2=O)c2ccccc21	1	1	3	0	0.9	1	1	1	1	-9
CC1CCc2cc(F)ccc2N1C(=O)CSc1nnc2c3cc(F)ccc3n(C)c2n1 (stereo unspecified)	0.9	3	13	5	0.9	0.9	-8	1.1	0.9	5
CCOC(=O)c1cnc2c(C)c(Cl)ccc2c1N1CCOCC1	1.1	3	18	-8	1	1	0	1.1	0.8	-15
Cc1ccc(S(=O)(=O)N2CCCOC2CNC(=O)C(=O)NCCCn2ccnc2)cc1 (stereo unspecified)	1.1	0	6	-6	0.9	0.9	15	1	0.9	-5
Cc1ccccc1OCC(=O)NCCc1nc2ccccc2[nH]1	1	4	2	-3	1.2	1.1	1	1.1	1	-2
Cc1ccccc1NC(=O)NCCCN1CCN(C2CCCCC2)CC1	1	-3	-2	0	1	1	6	1	1	-8
COc1ccc(-n2c(SCC(=O)Nc3ccc(C(=O)O)cc3)nnc2-c2cccs2)cc1	1	-3	14	-4	0.9	1	-12	1	0.9	-8

A draw from above in order of count of non-hydrogen atoms, falling:
SMILES	TNAP act hiacc	HMGR II inh	Diaphorase inh	TNAP inh hi DEA	PMI act	PMI act satM6P	G6PDH CS	FLuc act counter	Diaph act CS	TNAP inh no acc
O=C(NCc1ccco1)C1CCCN(S(=O)(=O)c2cccc3cccnc23)C1 (stereo unspecified)	1	-10	17	0	0.9	0.9	10	1	0.8	-9
Cc1cc(C)n(C(=O)/C(C#N)=N/Nc2cc(Cl)cc(Cl)c2)n1	0.9	1	12	9	1.1	1	-2	1.1	0.9	2
O=C(O)CCCC(=O)Nc1ccccc1Br	1	-5	18	-1	0.8	0.8	15	1	0.8	-4

Continuation.
SMILES	TNAP act hiacc	HMGR II inh	Diaphorase inh	TNAP inh hi DEA	PMI act	PMI act satM6P	G6PDH CS	FLuc act counter	Diaph act CS	TNAP inh no acc
CC(C)OC(=O)/C(C#N)=C/c1cn(Cc2ccccc2)c2ccccc12	0.9	-2	5	8	1	1.1	-3	1	1	-6
O=C1c2ccccc2C(=O)N1CCSc1nncs1	1.1	2	11	-8	1.1	1	3	1	0.9	-4
Cc1ccc(NC(=O)/C(C#N)=C/c2cc(C)n(-c3ccc(N4CCOCC4)c([N+](=O)[O-])c3)c2C)c(C)c1	1	-1	16	0	0.9	1	2	1	0.8	-5
CCCCNC(=O)CCSc1nc2nc(C)cc(C)n2n1	1.1	3	10	-8	1.1	1.1	-6	1.1	0.9	-13
CCOC(=O)C1CCN(c2c(NCCCN(CC)Cc3ccccc3)c(=O)c2=O)CC1	1	-2	5	-1	1	0.9	11	1.1	0.9	0
COc1ccc(NC(=O)CCN2CCCC(C)C2)cc1 (stereo unspecified)	1	5	3	1	1	0.9	5	1	1	-7
COc1ccc(-n2c(NC(=O)c3ccc(Br)o3)c(C#N)c3nc4ccccc4nc32)cc1	1	-4	63*	4	0.6	0.3	13	1	0.4	2
CCN=c1sc(C(=O)OC)cc(=O)n1CC	1	4	0	-3	1	1	8	1.1	1	1
Cc1ccc(NC(=O)C2CCN(S(=O)(=O)c3cccs3)CC2)cc1C	1	-4	18	-4	0.9	0.9	3	1	0.8	-7
CC1CCCCN1CC(=O)Nc1cc(S(=O)(=O)N2CCOCC2)ccc1N1CCCC1 (stereo unspecified)	1.1	-3	11	-7	1.1	1	1	1.1	0.9	-13
O=C(Cc1n[nH]c(=O)c2ccccc12)Nc1ccc(-c2nnc3n2CCCCC3)cc1	1	1	8	-1	1	1.1	10	1.1	0.9	28
CCOC(=O)c1c(C)oc2c1c(CN1CCN(CCO)CC1)c(O)c1ccccc12	0.9	-1	61*	6	0.4	0.2	48	1	0.4	-8
CCCn1nnc(NC(=O)COc2ccc(CC)cc2)n1	1	.	3	-1	0.9	1	4	1	1	-6
CN(Cc1nc(-c2ccc(C(F)(F)F)cc2)no1)C1CCOCC1	1	-5	7	0	0.9	0.9	17	1	0.9	-3
O=C1C2CC=CCC2C(=O)N1CNc1ccccc1 (stereo unspecified)	1	0	5	-2	0.8	0.7	2	1	0.9	-8
CSc1nc2nc(-c3cccc(C(F)(F)F)c3)ccn2n1	1	3	1	-2	1.1	1.1	3	1.1	1	-13
O=C(Oc1coc(CSc2nnc(NC(=O)C3CC3)s2)cc1=O)c1ccccc1	1	-6	9	-2	0.9	0.9	-13	1	0.9	-18
CC(C)NC(=O)CC(=O)N/N=C/c1ccc(F)cc1	1	0	-1	0	1.1	1.1	2	1.1	1	8
CCc1nc2c(c(SC)nn2-c2ccccc2)c(N)c1C(=O)OC	1	5	20	-2	1	0.9	0	1.1	0.8	-6
COc1ccccc1NC(=S)NC1CCCCCC1	1	-1	12	-2	0.9	1	15	1	0.9	-8
COc1ccc(CC2(CO)CCN(C(C)Cc3ccc(Cl)cc3)CC2)cc1 (stereo unspecified)	1.1	-6	8	-9	0.9	0.9	11	1.1	0.9	-8
Cc1nc(SCC(=O)Nc2ccc3c(c2)OCCO3)c2oc3ccccc3c2n1	1	-2	9	-5	1	1	4	1.1	0.9	-10
Cn1c(=O)nc2n(Cc3ccccc3)c3ccccc3cc-2c1=O	1.1	-2	27	-5	1.2	1.2	13	1	0.7	-10
Cc1ccc(-c2nc3ccccc3o2)cc1NC(=S)NC(=O)c1cc2ccccc2o1	1	3	-11	0	0.9	1	-31	1	1.1	-4
O=C(CCCCCNC(=O)c1ccccc1)N/N=C/c1ccccc1O	1	3	11	1	1	1.2	1	1	0.9	-11
More results.
SMILES	TNAP act hiacc	HMGR II inh	Diaphorase inh	TNAP inh hi DEA	PMI act	PMI act satM6P	G6PDH CS	FLuc act counter	Diaph act CS	TNAP inh no acc
CN1CCN(S(=O)(=O)c2cccc(S(=O)(=O)c3ccc(Cl)cc3)c2)CC1	1	0	7	-4	0.9	1	1	1	0.9	-6
CC(C)(C)OC(=O)N1CCN(C(=O)Cn2cc(CCO)nn2)CC1	1.1	-7	-3	-5	1	1	8	1	1	-8
CCn1c(SCC(=O)c2ccc(F)cc2)nnc1-c1ccoc1C	1	1	2	-4	1	1.1	10	1	1	-4
CC(C(=O)Nc1cccc([N+](=O)[O-])c1)N(c1ccccc1)S(C)(=O)=O (stereo unspecified)	1	-4	7	-4	1.1	1.1	9	1	0.9	3
Cc1nc(SCC(=O)NC(C)(C)C)c2c(-c3cccs3)csc2n1	1	-5	13	0	0.8	1	13	1	0.9	-2
CC(C)CCNC(=O)COc1ccc(N(C)S(=O)(=O)c2ccc(F)cc2)cc1	1.1	-2	10	-7	1	1	7	1.1	0.9	-21
O=C(COc1ccc2ccc(=O)oc2c1)N1CCc2ccccc21	1	2	-4	-3	1.2	1.1	-1	1	1	-14
COc1ccc(CC(=O)N2CCNC2=O)cc1	1	2	5	-4	1.1	1.1	16	1.1	0.9	-11
CN(Cc1cnccn1)C(=O)CC1C(=O)NCCN1CC(c1ccccc1)c1ccccc1 (stereo unspecified)	1	5	16	-1	0.9	0.7	8	1	0.8	-2
O=C(COC(=O)/C=C/c1ccc(Cl)cc1Cl)Nc1ccc2c(c1)OCCO2	1	-3	-2	-4	0.9	0.9	15	1	1	-10
O=C(NCCc1ccc(F)cc1)c1ccc([N+](=O)[O-])cc1	1.1	-4	16	-6	1	1	7	0.8	0.8	-14
Cc1cc(C)c(S(C)(=O)=O)c(Oc2cccc(Cl)c2)n1	1	0	13	-3	0.9	0.9	-9	1.1	0.9	-1

Compound activity (PubChem BioAssay)
